Screening results (PubChem)
AID2073 – inhibitors of Mint1-CaV2.2 protein interaction, biochemical, HTRF (AID 2073); HTRF protein-protein interaction, Mint1-CaV2.2; higher % means a stronger effect; inhibition, % at 20 µM; hits with a dose series show IC50 in µM; actives 0.19% (n = 290,000); in the data active means inhibition mostly above about 51%, no sharp cut-off; further: some results filed as inactive read as strong as hits
KOR beta-arrestin-1 – kappa opioid receptor blockers – cell-based, luminescence, uHTS (AID 1778); KOR beta-arrestin recruitment, luminescence, antagonist mode; higher % means a stronger effect; one-dose inhibition, % at 10 µM; IC50 in µM for titrated hits; actives 0.091% (n = 290,000); in the data active means inhibition above about 50%; further: strong numbers were not always called active
GPR35 antagonists – inhibition of zaprinast-stimulated GPR35 beta-arrestin translocation – imaging, U2OS, beta-arrestin-GFP, zaprinast agonist, primary screen (AID 2058) | U2OS GPR35 beta-arrestin-GFP translocation imaging, zaprinast antagonism; higher % means a stronger effect | one-dose inhibition, % at 10 µM; IC50 in µM for titrated hits | actives 0.052% (n = 290,000);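 active means inhibition of at least 50% with at least 30 cells and total cytoplasm GFP at most 10,000,000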
NOD1 inhibition – NOD1 signaling inhibitors, primary screen, cell-based, luminescence, uHTS (AID 1578); actives 1% (n = 290,000); inhibition, % at 4 µM; hits with a dose series show EC50 in µM; NOD1-driven NF-kB luciferase reporter cells, luminescence; higher % means a stronger effect; in the data active means inhibition mostly above about 36%, no sharp cut-off; inactive means mostly below about 34%;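 further: HEK-293T reporter cells stimulated with the NOD1 agonist gamma-tri-DAP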
GPR55 beta-arrestin – GPR55 agonists via beta-arrestin recruitment, primary screen, imaging, U2OS cells, beta-arrestin-GFP redistribution (AID 1961); U2OS GPR55 beta-arrestin-GFP redistribution imaging; higher % means a stronger effect; activation, % at 10 µM; hits with a dose series show EC50 in µM; actives 0.048% (n = 290,000);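 active means activation above 40% with more than 50 cells counted in the well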;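 further: U2OS osteosarcoma cells stably expressing GPR55 and beta-arrestin-GFP; plate controls were DMSO negative control for no effect and LPI positive control for full effect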
KOR beta-arrestin-2 – KOR agonists, beta-arrestin recruitment, primary screen, cell-based, luminescence, uHTS (AID 1777) | KOR beta-arrestin recruitment, luminescence; higher % means a stronger effect | activation, % at 10 µM; hits with a dose series show EC50 in µM | actives 0.02% (n = 280,000); in the data active means activation above about 50%, passing the limit was not always enough; further: a part of the inactive calls stands beside numbers as strong as those of hits
GPR55 LPI antagonism – GPR55 antagonists blocking LPI-driven arrestin recruitment, primary screen, imaging, U2OS, beta-arrestin-GFP, LPI agonist (AID 2013). actives 0.13% (n = 290,000). inhibition, % at 10 µM; hits with a dose series show IC50 in µM. U2OS GPR55 beta-arrestin-GFP translocation imaging, LPI antagonism; higher % means a stronger effect;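 active means spots per cell inhibited over 60%, with over 100 cells counted and total cytoplasm intensity under 500,000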;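 further: U2OS cells stably carrying GPR55 and arrestin-GFP stimulated by 5 µM LPI near EC80; imaged beta-arrestin-GFP aggregate spots per cell after agonist stimulation; plate controls were LPI-stimulated DMSO wells for no effect and DMSO wells without LPI for full effect; some results filed as inactive read as strong as hits; confirmed hits need IC50 under 10 µM and bright autofluorescent wells are also inconclusive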
HIV fusion peptide – inhibitors of HIV fusion peptide binding, primary screen, biochemical, uHTS, fluorescence dequenching (AID 1986); cell-free peptide binding, fluorescence dequenching, 30 min; higher % means a stronger effect; actives 0.3% (n = 290,000); inhibition, % at 20 µM, or IC50 in µM where a hit was titrated; in the data active means inhibition mostly above about 52%, no sharp cut-off; inactive means mostly below about 76%; further: some results filed as inactive read as strong as hits
SIAH1 antagonists – blockers of Siah-1 interaction with plectin peptide – biochemical, fluorescence polarization, rhodamine-plectin, uHTS, primary screen (AID 1817); Siah-1 / rhodamine-plectin peptide fluorescence polarization; higher % means a stronger effect; displacement, % at 20 µM; hits with a dose series show IC50 in µM; actives 0.02% (n = 290,000);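 active means displacement of at least 50% at 20 µM, with a fluorescence ratio check between 0.3 and a set limit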;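 further: plate controls were Siah plus tracer with DMSO for no effect and tracer alone without Siah for full effect; strong numbers were not always called active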
* = called active by the depositor; . = not tested or not shown; [ ] = remark or other dose.

AID2073	KOR beta-arrestin-1	SMILES	GPR35 antagonists	NOD1 inhibition	GPR55 beta-arrestin	KOR beta-arrestin-2	GPR55 LPI antagonism	HIV fusion peptide	SIAH1 antagonists
44%	-4%	CCOc1ccc(N(C(=O)c2ccccc2Cl)C2=NC(C)(C)CS2)cc1	8%	-65%	0.2%	-11%	-6%	-1.7%	-1%
-6%	-27%	O=C(Cc1cccs1)Nc1ccc(-c2nc3ccccc3[nH]2)cc1	8%	52%	-0.3%	4.2%	4%	-2.0%	9%
-2%	-4%	O=C(CSCc1c(F)cccc1Cl)NCc1ccco1	-1%	-24%	-0.2%	-1.2%	12%	-1.5%	3%
-6%	-48%	CCCCn1c(C)cc2cc(O)ccc21	14%	18%	0.0%	-0.1%	2%	-2.3%	0%
-2%	-19%[20 µM]	CC(C)(C)c1ccc(C(=O)n2cnc3ccccc32)cc1	4%	-13%	-0.4%	0.1%	0%	1.7%	13%
2%	-39%	COc1ccc(CN2C(=O)c3cccnc3C2=O)cc1S(=O)(=O)NCc1ccco1	-4%	-23%	-0.2%	-1.0%	11%	1.0%	12%
13%	11%[20 µM]	Cc1oc(-c2ccoc2)nc1CN(Cc1ccccc1)CC1CC1	0%	-11%	0.0%	-5.1%	16%	0.0%	14%
-8%	-62%[20 µM]	COc1ccc(N2CCN(C(=O)CN3CCN(c4nc(-c5ccc(F)cc5)cs4)CC3)CC2)cc1	0%	31%	0.2%	.	14%	-2.7%	3%
-2%	-20%	Cc1ccc(NNC(=O)c2ccno2)c(C)c1	-6%	-8%	0.0%	.	3%	-1.9%	-2%
6%	-13%	Cc1ccc(C(=O)N/N=C\c2cccnc2)s1	11%	-28%	-0.1%	1.3%	13%	-0.8%	-6%
-11%	9%	CCOC(=O)N1CCN(C(=O)c2ccc3c(=O)n(CCC4=CCCCC4)c(=S)[nH]c3c2)CC1	7%	3%	-0.2%	-3.8%	-2%	2.2%	1%
-8%	.	CCc1ccc(NC(=O)Cn2cnc3c(=O)n(C)c(=O)n(C)c32)cc1	-5%	-16%	0.5%	.	6%	-2.1%	2%
1%	-36%	CS(=O)(=O)N(Cc1ccccc1)c1ccc(C(=O)NCC2CCCO2)cc1 (configuration not stated)	2%	7%	0.2%	5.5%	-2%	-2.0%	1%
20%	-7%	Cc1cccc(N2CCN(C(=O)c3ccc(NS(=O)(=O)c4c(C)noc4C)cc3)CC2)c1C	22%	23%	-0.2%	-1.5%	-8%	0.2%	2%
3%	-52%[20 µM]	CC(C)CCN1C(Nc2ccccc2)=NC[C@@H]1Cc1ccccc1	-10%	-6%	-0.2%	-5.7%	-9%	-1.5%	4%
-10%	20%[20 µM]	CN(CC(=O)N1CCC(C(N)=O)CC1)S(=O)(=O)c1ccc2ccccc2c1	-2%	-35%	-0.1%	-2.7%	-22%	-0.8%	-1%
1%	-2%[20 µM]	CC1CCN(C(=O)c2[nH]cnc2C(=O)N[C@@H](Cc2ccccc2)C(=O)OC(C)(C)C)CC1	13%	-37%	0.0%	-6.6%	-2%	0.2%	-2%
47%	-8%	Cc1ccc(CSc2sc(C(=O)c3ccccc3)c(N)c2C#N)cc1	5%	-36%	0.3%	5.2%	52%	19%	2%
-6%	16%	Cc1nnc(NC(=O)CCC(=O)N2CCN(CCc3ccccc3)CC2)s1	-2%	10%	0.2%	6.6%	4%	-0.9%	2%
-26%	-31%	COCCN1C=C(C(=O)OC)C(c2cc3c(cc2Br)OCO3)C(C(=O)OC)=C1	2%	-8%	-0.1%	-2.4%	1%	-1.1%	-4%
-6%	-43%	COc1cccc(OCC(O)CN2CCN(c3ncccn3)CC2)c1 (configuration not stated)	0%	2%	-0.2%	-0.1%	-10%	-1.5%	-2%
-3%	-3%	CC(C)(C)c1ccc(CNc2cc(N3CCOCC3)ccc2[N+](=O)[O-])cc1	23%	-16%	-0.3%	1.6%	12%	0.5%	4%
-8%	15%	O=C(NC(=S)NC1CCSC1=O)c1cccs1 (configuration not stated)	9%	-30%	-0.3%	0.6%	5%	1.9%	1%
-1%	-7%	CC(C)(C)c1cc(CN(CCO)CCO)cc(C(C)(C)C)c1O	21%	48%	0.2%	-2.2%	2%	8.2%	2%
-9%	-10%	C=CCn1c(C)cc(C(=O)CSc2nc3ccccc3o2)c1C	-6%	-41%	-0.1%	-0.1%	5%	13%	1%
19%	-53%	CC(=O)N/C(=N/c1nc(C)cc(C)n1)Nc1ccc(NC(C)=O)cc1	15%	-13%	-0.1%	2.9%	-4%	0.4%	-2%
-4%	-10%	COc1ccc(CN2CCN(Cc3cccc4nonc34)CC2CCO)c(C)c1C (configuration not stated)	-6%	-15%	-0.1%	-0.5%	15%	0.0%	0%
3%	-18%	CNC(=O)COC(=O)c1ccc([N+](=O)[O-])cc1Cl	6%	-11%	-0.2%	2.3%	-4%	0.2%	0%
3%	-12%	Cc1c(Cl)cccc1-n1c(SCC(=O)N(C)Cc2ccccc2)nnc1-c1ccncc1	-3%	-6%	0.2%	-0.2%	25%	-0.4%	2%
3%	-7%	CCS(=O)(=O)c1ccc2oc(SCC(=O)NCc3ccccc3)nc2c1	-5%	.	-0.2%	-3.4%	2%	-0.1%	-3%
-35%	-48%	COc1ccc(S(=O)(=O)n2nc(OC(=O)c3ccccc3)cc2N)cc1	-3%	-24%	0.1%	5.9%	-2%	3.0%	-3%
10%	-16%	COC(=O)Nc1c(-c2ccccc2)nc2ccc(Cl)cn12	11%	-8%	-0.1%	2.6%	-7%	2.9%	-1%
5%	-14%	CCSc1nc2ccccc2c(=O)n1-c1c(C)n(C)n(-c2ccccc2)c1=O	1%	-38%	0.1%	0.0%	-3%	-0.4%	-3%
-4%	7%[20 µM]	S=C(NC1CCCCC1)NC1CC2CCC(C1)N2Cc1ccccc1 (configuration not stated)	-11%	-40%	-0.2%	.	6%	-1.0%	1%
34%	0%	Cc1nnc(Sc2cc(C(=O)NCCCN(C)Cc3ccccc3)c3ccccc3n2)s1	4%	-25%	-0.2%	0.2%	8%	-0.7%	-4%
30%	23%	CCOC(=O)c1c(NC(=O)CSc2nc(C)cc(C)c2C#N)sc(C(C)=O)c1C	4%	-74%	0.3%	-0.8%	-5%	1.0%	1%
11%	-4%	O=C(CCS(=O)(=O)c1ccc(Cl)cc1)Oc1ccc2c(c1)OCO2	12%	-15%	0.2%	-3.3%	18%	-0.4%	2%
0%	18%	O=C(NC1CCN(Cc2ccccc2)CC1)C1CCCN(S(=O)(=O)c2cccc3nonc23)C1 (configuration not stated)	0%	13%	-0.1%	3.7%	10%	-1.8%	-3%
-12%	25%	Cc1cc(-c2n[nH]c(=S)n2/N=C/c2cccs2)n[nH]1	8%	-8%	-0.4%	3.2%	3%	0.3%	8%
8%	-32%	COc1ccc(S(=O)(=O)N2CCC(C(=O)c3ccc4c(c3)OCCO4)CC2)cc1	-11%	-3%	0.8%	-0.8%	6%	0.6%	24%
10%	-9%	O=C(Nc1ccccc1C(=O)NCCc1ccc(O)cc1)c1ccco1	-2%	-3%	0.0%	-0.3%	0%	0.6%	-2%
2%	1%	CC1CCCCC1N1CN=C(Nc2nc3ccccc3s2)NC1 (configuration not stated)	6%	-9%	-0.1%	-2.5%	-15%	0.7%	2%
10%	.	CCOc1ccc(C(=O)Nc2cc(S(=O)(=O)Nc3ccccc3Cl)ccc2N2CCOCC2)cc1	-5%	-1%	6.4%	0.6%	15%	0.9%	-5%
0%	-10%	Cc1nn(CC#N)c(=O)n1-c1ccccc1	-5%	-7%	0.0%	0.4%	0%	1.0%	5%
8%	12%	COc1ccc(CNc2ccc(-c3ccc(OC)cc3)nn2)cc1	12%	-97%	0.5%	6.1%	10%	2.8%	4%
3%	2%	N/C(=N\OC(=O)/C=C/c1ccccc1)c1ccccc1	-6%	-73%	-0.1%	8.9%	4%	0.2%	-1%
-26%	-7%	COc1ccc(CNC(=S)NNC(=O)c2cc3ccccc3o2)cc1	0%	-14%	-0.3%	0.3%	-2%	1.5%	-5%
17%	22%	C=CCNC(=S)NNc1nc2c(c(=O)[nH]1)C1(CCCC1)Cc1ccccc1-2	-19%	-19%	-0.5%	-1.9%	10%	3.9%	1%
8%	19%	Cc1cc(C)c(C(=O)C[n+]2cccc(C(N)=O)c2)c(C)c1	3%	-2%	0.0%	-3.0%	9%	-1.4%	4%
-1%	2%	CCN(CC)NC(=S)Nc1ccccc1	14%	5%	-0.1%	0.5%	28%	-3.3%	3%
7%	-16%	CCCCC(O)(c1ccc(F)cc1)C(CN1CCOCC1)c1ccc(Cl)cc1 (configuration not stated)	1%	4%	1.4%	-5.9%	12%	-0.1%	5%
3%	-13%	C/C(=N\NC(=O)c1ccc(C)cc1C)c1ccc(-n2ccnc2)cc1	0%	-23%	-0.2%	3.4%	-1%	0.9%	6%
-4%	-24%	COc1ccccc1NC(=O)CSc1ncc(CO)n1Cc1ccc(F)cc1	-4%	-26%	-0.1%	8.7%	6%	0.7%	-3%
0%	11%	O=C(CSc1ccc(Br)cc1)Nc1ccccc1Oc1ccccc1	2%	13%	-0.2%	-2.1%	-3%	2.0%	9%
28%	-26%	CCOC(=O)c1c(CSc2ccccc2)n(C)c2ccc(O)c(CN3CCOCC3)c12	-2%	-13%	0.1%	3.1%	10%	-2.2%	-5%
12%	-29%	CCN1CCN(C(c2cccs2)C(C)NS(=O)(=O)c2ccc(F)cc2)CC1 (configuration not stated)	3%	-14%	0.3%	-1.1%	0%	0.0%	1%
-7%	-16%	CCOC(=O)c1c(C)[nH]c(C(=O)COC(=O)c2ccccn2)c1C	12%	1%	-0.1%	4.5%	-7%	0.0%	2%
7%	22%	O=C(O)c1ccccc1OC(C(=O)Nc1cc(Cl)cc(Cl)c1)c1ccccc1 (configuration not stated)	-9%	-42%	1.1%	0.4%	4%	1.7%	5%

Only part of the results is shown; count on the stated rates, not on these rows.
